AHR activator – activates the human aryl hydrocarbon receptor | activation, % at 5 µM | P35869 | AID 2796 | AHR-responsive luciferase reporter cells, luminescence | hit rate 2.5% among 320,000; in the data active means activation above about 47%;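 further: 0% = vehicle wells and 100% = reference agonist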
Target sequence (P35869 whole entry, looked up): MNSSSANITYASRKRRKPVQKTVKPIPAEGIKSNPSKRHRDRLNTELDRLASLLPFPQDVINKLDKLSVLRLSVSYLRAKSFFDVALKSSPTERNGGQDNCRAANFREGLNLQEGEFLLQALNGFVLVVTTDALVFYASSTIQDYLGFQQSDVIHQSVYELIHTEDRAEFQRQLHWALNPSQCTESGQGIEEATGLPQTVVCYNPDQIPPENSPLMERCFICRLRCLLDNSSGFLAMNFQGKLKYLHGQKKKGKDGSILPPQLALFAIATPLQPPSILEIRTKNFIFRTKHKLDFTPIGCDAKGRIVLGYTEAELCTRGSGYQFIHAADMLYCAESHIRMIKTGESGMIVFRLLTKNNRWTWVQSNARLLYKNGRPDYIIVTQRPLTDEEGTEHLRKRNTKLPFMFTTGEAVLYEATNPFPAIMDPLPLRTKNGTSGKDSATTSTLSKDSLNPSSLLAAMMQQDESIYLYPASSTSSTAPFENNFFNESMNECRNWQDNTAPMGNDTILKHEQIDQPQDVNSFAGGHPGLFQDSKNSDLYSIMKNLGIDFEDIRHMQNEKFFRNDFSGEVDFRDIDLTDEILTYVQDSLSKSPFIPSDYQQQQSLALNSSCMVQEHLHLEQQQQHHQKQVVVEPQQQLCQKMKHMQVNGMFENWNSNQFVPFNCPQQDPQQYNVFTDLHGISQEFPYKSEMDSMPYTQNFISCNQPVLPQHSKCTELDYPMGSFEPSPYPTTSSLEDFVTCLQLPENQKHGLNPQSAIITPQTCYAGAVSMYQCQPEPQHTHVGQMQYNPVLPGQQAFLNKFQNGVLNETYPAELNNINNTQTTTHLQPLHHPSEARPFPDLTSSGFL
RPL19A-GFP yeast – alters RPL19A-GFP fluorescence in TOR pathway yeast screen. S. cerevisiae RPL19A-GFP strain, flow cytometry, 3 h; stronger effect = lower value. percent response vs DMSO, % at 10 µM. hit rate 0.3% among 330,000;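 active means percent response vs DMSO below 50%; inconclusive means fewer than 70 events counted for the yeast strain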;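 further: median channel GFP fluorescence of the barcoded RPL19A-GFP strain; ratio of sample median GFP to plate DMSO average so 100% = DMSO; lower means less RPL19A-GFP as with rapamycin TOR inhibition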
MEP2 TOR yeast – alters MEP2-GFP fluorescence in TOR pathway yeast screen; GFP response vs DMSO, % at 10 µM; S. cerevisiae MEP2-GFP strain, flow cytometry GFP, 3 h; 100% = DMSO control level; hit rate 0.51% among 330,000; AID 2016;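 active means GFP response versus DMSO above a set limit, roughly screen mean plus 3 SD, cut at about 180% in these data; inconclusive means fewer than 70 cells counted for a yeast strain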;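 further: median GFP fluorescence of the barcode-gated MEP2-GFP cells per well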
procasp7 counter – activates human procaspase-7, counter-screen for procaspase-3 activators. recombinant procaspase-7, Ac-DEVD-pNA absorbance 405 nm; D23A/D198A/D206A triple mutant, cannot self-cleave; scale: DMSO 0, 5 µM enzyme 100. activation, % at 8.5 µM. hit rate 0.093% among 330,000. AID 463210;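 active means percent activation above the screen-wide mean plus 3 SD, cut at about 25% in these data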
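Assay system: Uncleavable procaspase-7 mutant enzyme / Input: 2 µM procaspase-7 mutant as dispensed / Dosing: single nominal 8.5 µM compound dose, 0.8% DMSO final / Timing: 1 h enzyme–compound preincubation and 2 h substrate reaction, both 25 °C / Detection: p-Nitroaniline absorbance at 405 nm, read at 0 and 120 min / Replication: singlicate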
Yeast superoxide – yeast age-related superoxide inhibition as caloric restriction mimetic | S. cerevisiae aged cells, superoxide DHE fluorescence; stronger effect = lower value | superoxide response (% of plate mean), % at 10 µM | hit rate 0.18% among 330,000 | AID 2690;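 active means superoxide response under a set limit, about three screen SD below normal, cut at about 65% in these data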;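 further: yeast aged for seven days with compound at 30 °C before DHE staining; 100% = average MFI of all compound-treated wells on the plate with controls excluded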
procasp3 activ – activators of human procaspase-3; P42574; recombinant procaspase-3 D3A, Ac-DEVD-pNA absorbance 405 nm; activation, % at 8.5 µM; hit rate 0.11% among 330,000; AID 463141;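 active means activation above the mean of all tested compounds plus 3 SD, cut at about 21% in these data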;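 further: 0% = DMSO alone and 100% = DMSO wells spiked with extra 5 µM PC-3 D3A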
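Evaluation: percent activation relative to control range; Material: Procaspase-3 D3A mutant, all three cleavage aspartates alanine; Compound: single dose, 8.5 µM nominal compound, 0.8% DMSO; Replication: one well per compound; Signal: absorbance at 405 nm, 0 and 120 min; Schedule: 1 h preincubation plus 2 h reaction at 25 °C.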
LAP4 TOR yeast – yeast TOR pathway LAP4-GFP modulation; hit rate 0.34% among 320,000; GFP response vs DMSO, % at 10 µM; S. cerevisiae LAP4-GFP multiplex, flow cytometry GFP, 3 h; median GFP as percent of DMSO wells;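 active means GFP response vs DMSO above a set limit, about the screen mean plus 3 SD, cut at about 150% in these data; inconclusive means under 70 cell events counted for the yeast strain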
JMJD2C inh – blocks human GASC-1 demethylase activity; GST-JMJD2C(1-420) H3K9me3 demethylation, DELFIA europium; inhibition, % at 2.35 µM; hit rate 0.069% among 330,000;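 active means more than half of a compound's replicate wells show inhibition beyond 50%, single wells judged on their own value; inconclusive means some, but no more than half, of replicates pass 50% inhibition; inactive means no replicate passes 50% inhibition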;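 further: signal counts dimethyl H3K9 product captured on neutravidin plate; 0% = median of DMSO wells and 100% = 0.3 times that DMSO median; strong numbers were not always called active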
* hit, by the source's call; ? = inconclusive; / = not tested or not shown; [ ] = remark or other dose.

SMILES	AHR activator	RPL19A-GFP yeast	MEP2 TOR yeast	procasp7 counter	Yeast superoxide	procasp3 activ	LAP4 TOR yeast	JMJD2C inh
O=c1c2ccccc2c2c(O)nc(-c3ccccc3)n2n1Cc1ccccc1	-0.7	97.7	98.3	8.1	118.5	3.7	94.0	10.0
COc1ccc(C(=O)OCC(O)COC(=O)c2ccc(OC)cc2)cc1	1.1	95.6	107.3	-0.2	108.9	-0.8	120.7	-6.7
CC(c1ccccc1)n1c(CO)nc2ccccc21 (stereo unspecified)	-3.0	?	?	-2.9	98.8	12.4	77.6[may fluoresce red and violet]	15.9
CCOC(=O)Cn1c(=NC(=O)CN2C(=O)CCC2=O)sc2cc(S(N)(=O)=O)ccc21	1.6	104.9	100.0	3.8	96.0	-4.6	100.1	5.5
O=C(NCCNS(=O)(=O)c1ccccc1Cl)c1cc(OCC(F)(F)F)ccc1OCC(F)(F)F	11.3	96.5	100.2	-0.4	96.5	-6.5	99.5	-14.6
Cc1c(Cl)c([N+](=O)[O-])nn1CC(=O)Nc1c(C)n(C)n(-c2ccccc2)c1=O	1.0	95.0	97.1	-1.5	109.4	-3.6	106.4	10.1
CCC(CC)c1nnc(NC(=O)CC(C)c2ccccc2)s1 (stereo unspecified)	5.4	106.2	104.1	-6.8	90.1	-6.1	103.0	3.9
Cc1nn(-c2ccccc2)c2c1C(c1ccc([N+](=O)[O-])cc1)N1C(=N2)C(=O)Nc2ccccc21 (stereo unspecified)	8.7	96.2	91.3	-4.6	101.2	-4.0	91.3	-3.2
COc1ccc(NC(=O)CSc2ccc(-c3cccs3)nn2)c(OC)c1	2.1	102.5	108.7	4.2	109.1	-4.1	107.3	-31.0
COc1ccc(CN2CCNC(=O)C2CC(=O)N(C)CCC2CCOCC2)c(OC)c1 (stereo unspecified)	-2.2	100.0	96.7	7.7	94.1	4.4	100.0	1.5
CCCC(=O)NC(=S)Nc1ccc(S(=O)(=O)N2CCc3ccccc32)cc1	2.3	96.6	101.0	-1.1	97.5	3.5	106.0	-1.7
Cc1ccc(-c2nc(CS(=O)(=O)CC(=O)Nc3cc(F)ccc3F)c(C)o2)cc1	2.6	100.4	92.5	7.1	112.2	-9.2	85.3	-13.7
COC(=O)c1cccc(NC(=S)NCCC2=CCCCC2)c1	5.2	98.5	109.3	5.8	88.7	0.5	99.5	-8.1
CC(C)OCCCNC(=O)c1ccc(NC(=O)C2=CSCCO2)cc1	1.1	109.1	110.6	-12.9	86.8	8.1	108.8	0.6
CC(=O)N1CCN(CC(=O)Nc2cc(S(=O)(=O)N3CCOCC3)ccc2C)CC1	0.0	105.6	99.3	-2.6	102.3	-4.3	97.3	-0.3
COc1ccc(CCNC(=O)CSc2nnc(CNC(=O)c3ccccc3F)o2)cc1OC	4.2	102.1	98.5	3.1	92.8	-7.1	106.2	2.9
Cc1cc(=O)oc2cc(NC(=O)c3ccccc3Cl)ccc12	63.0*	94.0	89.8	2.5	104.4	-2.1	101.9	8.8
O=C(Nc1ccccc1C(=O)N1CCOCC1)c1ccc(Cl)cc1	19.2	101.8	102.0	-9.3	121.1	-4.2	91.3	46.1
CCOc1ccc(N(C(=O)c2snc(C(N)=O)c2N)C(C(=O)NCC2CCCO2)c2c[nH]c3ccccc23)cc1 (stereo unspecified)	6.0	99.8	104.1	-2.5	97.9	5.8	83.3	6.7
O=C(CNc1ccc(C(F)(F)F)cc1[N+](=O)[O-])OCC(=O)c1ccccc1	41.5	/	103.6	3.5	104.4	8.6	105.1	-5.7
O=C(NCc1ccccn1)C1CCC(CNS(=O)(=O)c2cccc3nsnc23)CC1 (stereo unspecified)	3.7	100.7	109.4	4.1	114.7	3.7	99.0	-7.7
O=C(O)c1ccc(COc2ccc([N+](=O)[O-])cc2)o1	2.5	97.4	93.3	-2.3	96.9	3.9	90.2	8.3
COc1cc(OC)c(NC(=O)c2ccc3c(SCC(=O)O)c4c(nc3c2)CCCC4)cc1Cl	-6.6	107.5	107.8	7.9	103.3	-4.9	110.2	3.8
CCOc1ccc(Nc2cc3n(c(=O)n2)CCc2cc(OC)c(OC)cc2-3)cc1	4.3	104.6	103.7	3.3	99.2	7.2	93.1	4.7
Cc1ccc(/C=N/NC(=O)c2ccc(C(=O)N/N=C/c3ccc(C)s3)o2)s1	37.0	98.7	100.8	3.4	97.1	8.7	86.2	32.7
COc1ccc(/C=C(\NC(=O)c2ccco2)C(=O)NCc2ccco2)cc1	-0.4	102.2	106.3	2.4	93.3	-4.1	94.2	-23.5
COc1ccccc1NC(=O)COC(=O)COc1ccccc1F	1.1	99.3	101.3	-16.2	109.2	-4.8	109.8	/
Cc1ccsc1C(=O)Nc1cccc(-n2cnnn2)c1	10.2	97.5	110.3	-0.5	104.4	-1.9	92.2	8.7
COc1ccc(C)cc1NC(=O)CN1C(=O)COc2ccc(C)cc21	3.1	100.7	104.8	-3.0	111.9	-2.6	91.8	3.5
Cc1nn(CC(=O)Nc2ccc(Cl)cc2Cl)c(=O)c2ccccc12	3.1	104.2	110.5	3.4	103.2	5.8	101.1	-7.0
CCOC(=O)C1CCN(c2c(NCc3ccc(N(C)C)cc3)c(=O)c2=O)CC1	3.6	109.7	104.9	12.6	87.2	-2.3	98.7	3.9
COc1cc2c(cc1OC)C(Cc1ccc(O)c(Oc3ccc(C[C@H]4c5cc(OC)c(OC)cc5CCN4C)cc3)c1)N(C)CC2 (stereo partly specified)	1.2	94.7	104.8	0.6	124.0	0.4	96.5	3.5
O=C(COC(=O)CCc1nc2ccccc2s1)NC(=O)NCc1ccco1	-1.2	98.6	102.7	8.8	109.3	8.2	104.1	-6.0
Cc1ccccc1N1C(=O)c2ccccc2N2C(=O)c3ccccc3C12 (stereo unspecified)	4.4	99.8	100.9	-3.8	100.1	-7.4	94.9	12.2
O=C(NNC(=S)NC(=O)c1ccc(Br)cc1)c1cccc([N+](=O)[O-])c1	53.4*	105.7	100.8	-10.8	110.5	-12.3	91.1	-3.4
COc1ccc(OCC(=O)NN2Cc3ccccc3C2=N)cc1	2.4	100.2	103.8	-7.0	105.3	4.8	99.5	22.9
Cc1cccc2cc(CN(Cc3ccco3)C(=O)NC3CCCCC3)c(=O)[nH]c12	-1.6	100.2	99.4	-9.2	115.1	-1.1	105.2	9.3
CSCC[C@H](NC(=O)OC(C)(C)C)C(=O)N/N=C/c1c(C)[nH]c(=O)[nH]c1=O	-0.8	93.6	100.3	-5.9	107.6	-5.4	113.4	4.3
CCCCN(C(=O)NC(=O)Nc1c(C)cc(C)cc1C)S(C)(=O)=O	-1.0	99.5	103.8	-4.0	100.3	7.2	97.3	-4.3
COc1ccc(/C=N/NC(=O)c2csc(-n3nc(C)cc3C(F)(F)F)n2)cc1	6.3	91.0	92.5	-3.6	117.5	0.6	92.1	-22.0
Fc1ccc(Oc2cnc3ccccc3n2)cc1	4.3	105.8	101.5	0.1	105.2	-1.1	99.6	6.2
Clc1ccc(-c2nc3ccccn3c2CN2CCCCC2)cc1	1.8	101.6	104.9	13.5	79.8	2.9	91.2	-3.5
CCNC(=O)CC1C(=O)N(c2ccccc2)C(=O)N1Cc1ccc(OC)cc1 (stereo unspecified)	0.8	93.5	95.8	-0.7	118.0	-3.1	93.9	11.1
O=C(NCCCSc1ccccc1)c1cc(Br)ccc1O	/	106.8	109.8	/	82.0	/	153.6*	12.1
CCOC(=O)c1c(NC(=O)CSc2nc3c(c(=O)n(C)c(=O)n3C)n2C(C)C)sc(C)c1C	-0.1	102.4	102.1	-11.7	86.5	1.6	102.5	-0.4
COc1ccc(N2CCCn3c2nc2c3c(=O)n(CCc3ccccc3)c(=O)n2C)cc1	2.6	99.4	115.0	10.0	109.3	-0.3	99.1	2.8
CCc1ccc(-n2c(C)cc(/C=N/NC(=O)c3ccncc3)c2C)cc1	19.5	98.7	97.3	2.4	89.8	2.5	95.7	5.6
O=C(Nc1cccnc1)c1ccc(F)c(S(=O)(=O)N2CCOCC2)c1	16.9	28.2*[may fluoresce violet]	?	-10.1	91.8	-5.2	?	15.2
O=C1/C(=C/c2ccccn2)SC(=S)N1Cc1ccccc1	-2.9	98.5	101.0	7.8	99.4	8.1	101.9	8.2
Cc1ccc(C)c(OCC(=O)Nc2ccc(N3CCOCC3)cc2)c1	-1.6	91.3	98.2	2.7	124.4	-8.5	112.3	3.8
COC(=O)c1sc(N2C(=O)c3oc4ccccc4c(=O)c3C2c2cccc(O)c2)nc1C (stereo unspecified)	-1.4	99.7	95.8	-2.1	109.4	-0.2	109.0	-1.0
CCc1nc2nc(C)c(NS(=O)(=O)c3ccc(Cl)cc3)c(=O)n2[nH]1	1.4	101.7	102.0	8.5	105.4	-4.4	99.6	5.0
CCOC(=O)c1c(-c2ccccc2)oc2ccc(OCC(O)CN(C)C)cc12 (stereo unspecified)	0.2	103.3	117.3	8.4	103.5	10.5	104.1	-30.9
CSc1nc(Cl)cc(=O)[nH]1	-0.2	102.2	110.2	5.5	103.7	7.3	90.0	-3.7
CC(=O)Nc1cccc(Oc2nc(-c3ccccn3)nc3ccccc23)c1	7.8	105.2	102.7	-6.2	102.7	2.4	114.3	-1.7
CCOC(=O)C1CCN(Cc2coc3c(Cl)cc(Cl)cc3c2=O)CC1	1.1	97.0	99.1	0.8	126.1	-1.3	101.9	-25.2
CC(C)C(NC(=O)c1c(F)cccc1F)C(=O)NCCc1ccc(S(N)(=O)=O)cc1 (stereo unspecified)	-0.4	103.2	99.7	-1.2	88.6	9.2	100.6	10.5
COc1cc(C)c(S(=O)(=O)N2CCOCC2)cc1C(C)C	-0.4	96.5	100.1	-8.3	102.4	5.0	102.5	-1.6
CSc1cccc(NC(=O)C2CCN(S(C)(=O)=O)CC2)c1	1.5	96.6	95.2	9.5	108.4	-6.1	92.1	-3.9
CCN(CC)S(=O)(=O)c1ccc(NC(=O)COc2c(OC)cccc2OC)cc1	-0.1	104.4	104.5	5.5	108.8	0.5	96.3	-24.3
O=C(NC(=S)Nc1ccc(N2CCOCC2)c(Cl)c1)C(c1ccccc1)c1ccccc1	1.4	99.0	98.0	-0.2	104.0	-2.8	98.8	-2.2

Pulled by compound from the entries so far, 3 records:
SMILES	AHR activator	RPL19A-GFP yeast	MEP2 TOR yeast	procasp7 counter	Yeast superoxide	procasp3 activ	LAP4 TOR yeast	JMJD2C inh
Cc1ccc(/C=N/NC(=O)c2ccc(C(=O)N/N=C/c3ccc(C)s3)o2)s1	37.0	98.7	100.8	3.4	97.1	8.7	86.2	32.7
COc1ccc(C)cc1NC(=O)CN1C(=O)COc2ccc(C)cc21	3.1	100.7	104.8	-3.0	111.9	-2.6	91.8	3.5
COC(=O)c1sc(N2C(=O)c3oc4ccccc4c(=O)c3C2c2cccc(O)c2)nc1C (stereo unspecified)	-1.4	99.7	95.8	-2.1	109.4	-0.2	109.0	-1.0

Source: PubChem (several laboratories)
